# High-throughput results: PubChem BioAssay, The Scripps Research Institute Molecular Screening Center
# SRC3 TRFRET art – counter-screen for PPARgamma SRC-3 recruitment agonists: TR-FRET artefact. PPARgamma/SRC-3 format; active compounds read high. TR-FRET ratio at 8 µM. 0.39% of 99,000 active. AID 1048; in the data active = TR-FRET ratio above about 2000; note: inactives centre near 1600; reference of the scale not given here
# SRC1 TRFRET art – counter-screen for PPARgamma SRC-1 recruitment agonists: TR-FRET artefact. TR-FRET detection artefact counter-screen, emission ratio; active compounds read high. TR-FRET ratio at 8 µM. 0.34% of 99,000 active. AID 1051; in the data active = TR-FRET ratio above about 2300; note: inactives centre near 1800; reference of the scale not given here
# Numbers without * were called inactive.
compound	SRC3 TRFRET art	SRC1 TRFRET art
O=C(CSc1nc(-c2ccc(F)cc2)cs1)Nc1ccccn1	1616	1675
CN(C)S(=O)(=O)N1CCCC(C(=O)c2ccc(C(F)(F)F)cc2)C1 (stereo unspecified)	1525	1711
O=C1C=C(N2CCOCC2)C2(CCCCC2)O1	1529	1925
O=CN1CCN(C(=O)c2ccc(-c3nc4ccccc4s3)s2)CC1	1642	2188
Cc1cc(C)nc(NS(=O)(=O)c2ccc(NC(=O)C3COc4ccccc4O3)cc2)n1 (stereo unspecified)	1587	1867
Cc1ccc(C(=O)Nc2ccc(C(=O)O)cc2)cc1S(=O)(=O)Nc1cccc([N+](=O)[O-])c1	1663	1602
Cc1ccc(C(=O)N2CC(C)OC(C)C2)cc1[N+](=O)[O-] (stereo unspecified)	1457	1637
COC(C(=O)N/N=C(\C)CC(=O)Nc1ccc(N(C)C)cc1)c1ccccc1 (stereo unspecified)	1623	1635
C=CCC1Cc2c(cccc2[N+](=O)[O-])C(CC=C)N1 (stereo unspecified)	1630	1749
CC1=CC2=NC(=O)CC(C)(C(=O)N(CC(=O)NC(C)(C)C)Cc3ccccc3)N2C=C1 (stereo unspecified)	1406	1742

# Next part
compound	SRC3 TRFRET art	SRC1 TRFRET art
CCOCCn1c(SCCc2ccccc2)nc2c1c(=O)[nH]c(=O)n2C	1536	1412
CCc1ccccc1NC(=S)N=Nc1c(O)n(C)c2ccc(S(=O)(=O)N3CCOCC3)cc12	1688	1606
O=C(CSc1nc2ccc([N+](=O)[O-])cc2[nH]1)NC1CCCC1	1701	2108
O=C(N/N=C/C1CC=CCC1)c1cc(Br)ccc1O (stereo unspecified)	1495	1885
O=C(NNc1nc(-c2ccc(F)cc2)cs1)c1ccccc1	1652	1690
O=C(O)CC/C(=C\c1cc([N+](=O)[O-])ccc1Cl)c1nc2ccccc2s1	1573	1707
CC1(C)C(=O)OC(c2cc(Br)ccc2O)C(C)(C)C1=O (stereo unspecified)	1508	1885
Cc1cc(C(=O)NN=C(Cc2ccccc2)Cc2ccccc2)c(C)o1	1152	1605
CC(C)(C)NC(=O)NC(=O)CN1CCCc2ccccc21	1489	2062
O=C(NC(=S)NCCC1=CCCCC1)c1cncc(Br)c1	1601	1897

# Following part:
compound	SRC3 TRFRET art	SRC1 TRFRET art
COc1ccc(C(=O)NCC2(c3ccccc3)CCOCC2)cc1[N+](=O)[O-]	1544	1948
O=C(CSc1nnc(SCc2ccc(Cl)cc2)s1)c1ccc2c(c1)OCO2	1602	1955
Cc1cc(-c2ccc3ccccc3c2)n2ncnc2n1	1652	1688
CC(=O)Nc1cccc(C(=O)/C=C/c2ccc(Br)cc2)c1	1721	1714
CC(C)(C)NC(=O)C(c1cccnc1)N(C(=O)c1ccc(Cl)nc1)C1CCCC1 (stereo unspecified)	1693	1640
CCOc1cc(C2C3=C(CC(C)(C)CC3=O)OC3=C2C(=O)CC(C)(C)C3)cc([N+](=O)[O-])c1O	1700	1855
COc1ccc(CCNC(=O)COC(=O)/C=C/c2ccc(OCC#N)c(OC)c2)cc1	1417	1980
Cc1cc(C)n2nc(-c3ccco3)nc2n1	1399	1661
COc1ccc(NC(=O)CSCCc2ccccn2)cc1OC	1443	1740
Cc1ccc(NC(=O)CCCCCNS(=O)(=O)c2ccc(C)cc2)cc1	1571	1620

# (listing goes on)
compound	SRC3 TRFRET art	SRC1 TRFRET art
CC(=O)N(c1ccccc1)C1CCCC1	1538	1798
O=C(C1CCCN(S(=O)(=O)c2cccs2)C1)N1CCC(N2CCCCC2)CC1 (stereo unspecified)	1269	1639
COc1cccc(C(=O)O/N=C(\N)Cc2ccc(Cl)cc2)c1	1327	1822
CCOc1cc(C(=O)Nc2ccc(C)cc2C)ccc1OCC(=O)N1CCCCC1	1630	2028
COc1cc(OC)c(C(=O)NNC(=S)NC2CCCCC2)cc1OC	1552	2096
COc1ccc(Nc2nnc(-c3ccc(O)cc3)c3ccccc23)cc1	1335	1738
CCOc1ccc(Br)cc1S(=O)(=O)Nc1cccc(S(=O)(=O)N(CC)CC)c1	1585	1836
CN(C(=O)COC(=O)c1cccnc1Nc1ccccc1F)C1CCS(=O)(=O)C1 (stereo unspecified)	1572	1780
Cc1ccc2cc(-c3noc(C4CCCCC4)n3)c(=O)[nH]c2c1	1506	1906
C[C@@H]1O[C@@H](Oc2c(-c3cc(O)c(O)c(O)c3)oc3cc(O)cc(O)c3c2=O)[C@H](O)[C@H](O)[C@H]1O	1730	1789

# New compounds follow.
compound	SRC3 TRFRET art	SRC1 TRFRET art
Cc1ccc(S(=O)(=O)c2c(N)n(-c3ccccc3)c3nc4ccccc4nc23)cc1	1704	1745
CN(Cc1ccccc1)C(=O)COc1ccc(-c2nnco2)cc1	1488	1771
CCCc1ccc(-c2cc(C(=O)Nc3ccc([N+](=O)[O-])cn3)c3ccccc3n2)cc1	1622	1750
O=C(N/N=C/c1ccccc1Cl)c1nc2ccc([N+](=O)[O-])cc2c(=O)[nH]1	1652	2000
COc1ccc(OC)c(N/C(C)=C/C(=O)c2ccc(Br)cc2)c1	1736	1973
CCSc1nnc(NS(=O)(=O)c2ccc(OC)cc2)s1	1506	1887
CCOC(=O)C1=C(C)Nc2ccccc2N=C1NC(=O)Cc1ccc(Cl)c(Cl)c1	1450	1796
Cc1ccc(S(=O)(=O)N2CCCCC2)cc1NC(=O)CSc1nccn1C	1625	2368*
NC(=O)C[n+]1cccc(C(N)=O)c1	1429	1628
Cc1ccc(-c2ccc(SCC(=O)Nc3cc(C)on3)nn2)cc1	1572	1715

# Later entries:
compound	SRC3 TRFRET art	SRC1 TRFRET art
S=C1NC2(CCCC2)Nc2ccccc21	1795	1940
CCOC(=O)C1CCCN(Cc2cc(=O)oc3cc(C)c(C)cc23)C1 (stereo unspecified)	1613	1586
S=c1[nH]nc(COc2ccccc2)n1Cc1ccccc1	1661	1710
Cc1cccc(NC(=S)NCCCN2CCOCC2)c1	1726	1951
Cc1ccc(/C=N/NC(=O)CSc2nc3ccccc3c(=O)n2-c2ccccc2)s1	1532	1653
O=C(C1=C[C@H](c2ccc(C(F)(F)F)cc2)C[C@H](OCCCCO)O1)N1CCN(Cc2ccc3c(c2)OCO3)CC1	1676	1823
CC(C)(C)c1ccc(OCc2ccc(C(=O)N/N=C/c3ccc(O)c(O)c3)cc2)cc1	1561	2018
CCN(C(=O)CSc1nnc2nc(C)cc(C)n12)c1ccccc1	1236	1712
C/C(=N\NC(=O)CSc1nc(C)cc(C)n1)c1cccs1	1464	1793
CCOC(=O)c1sc(=NC(=O)c2ccc(OC(C)C)cc2)n(C)c1C	1545	2238

# (cont.)
compound	SRC3 TRFRET art	SRC1 TRFRET art
S=C(NCCc1ccccc1)Nc1cccc2cnccc12	1543	1549
CC(C)N(CC#CC(O)(c1ccccc1)c1ccccc1)CCO	1591	1766
CCOC(=O)C(C)Sc1nc(-c2ccccn2)ncc1OC (stereo unspecified)	1424	1565
CCCCOc1ccc(C(=O)NNC(=S)NC(=O)CC)cc1	1530	1635
Cc1noc(C)c1COc1cccc(C(=O)OCC(=O)NC(=O)c2ccc(OC(F)F)cc2)c1	1424	1775
COc1cc(OC)c(C(=O)Nc2ccccc2-c2ccccc2)cc1OC	1827	1560
CCCOC(=O)CC1C(=O)NCCN1C(=O)OC(C)(C)C (stereo unspecified)	1395	1558
CC1Cc2nc(SCC(=O)N3CCOCC3)n(-c3ccccc3)c(=O)c2S1 (stereo unspecified)	1494	1639
Cc1ccc(N/C(N)=N/c2nc(CSc3nnc(C)s3)cc(=O)[nH]2)c(C)c1	1425	1595
CC(=O)Oc1c(C(=O)c2nnc(C)o2)c(=O)n(C)c2ccccc12	1465	1732

# Additional structures follow.
compound	SRC3 TRFRET art	SRC1 TRFRET art
CCn1c(CCNC(=O)c2ccc(C)cc2)nnc1SCc1ccc(Cl)c(Cl)c1	1526	1798
O=C1CNC(=O)N1CC(O)Cn1c2ccccc2c2ccccc21 (stereo unspecified)	1599	1880
CC(C)(C)C(=O)NNC(=O)COc1ccc2ccccc2c1Br	1623	1599
CCCCCOC(=O)Cn1c(=O)oc2ccccc21	1597	1816
CCn1c(=O)c(C(=O)NNS(=O)(=O)c2ccc(Br)cc2)c(O)c2ccccc21	1684	1523
CN(CC(=O)Nc1ccccc1C(F)(F)F)C(=O)COc1ncnc2sccc12	1620	1673
CC(C)N(C(=O)C[n+]1ccc(/C=N/O)cc1)C(C)C	1555	1834
Cc1ccc(C)[n+](CC(=O)N2CCCCC2)c1	1689	1855
COc1ccc(OC)c(S(=O)(=O)n2nnc3ccccc32)c1	1629	1982
CCCCSC(=S)NC1CCS(=O)(=O)C1 (stereo unspecified)	1659	1482

# Continuation:
compound	SRC3 TRFRET art	SRC1 TRFRET art
COc1ccc(/C=C/C(=O)CCC(=O)O)cc1	1439	1712
CC(C)(CO)NCc1ccc(Br)cc1	1710	2006
C/C(=N\NC(=O)C1(C)NC(C)(C)Cc2ccccc21)c1ccccc1 (stereo unspecified)	1617	1775
C=CCc1cccc(CNc2c(C)cc(C)cc2C)c1O	1401	1514
COC(=O)c1ccc(-n2c(C)cc(C(=O)COC(=O)CC3Sc4ccccc4NC3=O)c2C)cc1 (stereo unspecified)	1593	1858
O=C(CNS(=O)(=O)c1ccccc1)Nc1ccc2c(c1)OCO2	1562	1768
Fc1cccc(Cc2noc(CN3CCSCC3)n2)c1	1581	1711
CNC(=S)N/N=C/c1cc(Br)cc(Br)c1O	1639	1938
O=C(Cc1ncc(C(F)(F)F)cc1Cl)NCCc1ccccn1	1503	1780
O=[N+]([O-])c1ccc(-n2nnnc2CN2CCCCC2)cc1	1807	2034

# The results go on:
compound	SRC3 TRFRET art	SRC1 TRFRET art
COCCNC(=O)C1CCN(C(=O)c2cc3sccc3n2Cc2ccc(F)cc2)CC1	1564	1787
CC(C)Cn1c(SCc2nnc(-c3cccs3)o2)nc(O)cc1=O	1665	1868
Cc1ccc(NC(=O)/C=C/c2ccco2)nc1	1588	1888
CCCn1c(SC(C(=O)Nc2cc(C)ccc2OC)c2ccccc2)nc2ccccc2c1=O (stereo unspecified)	1638	1789
COc1ccc(C2OC(=O)CC2C(=O)NCc2ccc(C)cc2)cc1OC (stereo unspecified)	1352	1640
CCOc1ccc(C(=O)OCC(=O)Nc2ccc(SC(F)F)cc2)cc1OCC	1536	1801
CCOC(=O)CNC(=O)C1CCCc2c1[nH]c1ccc(Cl)cc21 (stereo unspecified)	1591	1577
Cc1noc(C)c1C(=O)Nc1nc(-c2ccccc2Cl)cs1	1519	1900
Cc1c(C(=O)NCCCN2CCCC2=O)oc2ccc(S(=O)(=O)N3CCOCC3)cc12	1548	1814
CCCC[C@@H]1C[C@H]1[C@@H](NC(=O)c1ccccc1)c1ccccc1C(F)(F)F	1633	1722

# (list continues)
compound	SRC3 TRFRET art	SRC1 TRFRET art
CCOC(=O)C1(CC2CCCCO2)CCN(S(=O)(=O)c2ccc(OC)cc2)CC1 (stereo unspecified)	1493	1493
CCOc1ccc(NC(=S)NN(C)C(=S)Nc2ccc(OCC)cc2)cc1	1716	1699
Cc1cc(-c2nnc(CCC(=O)NC(C)c3cccc4ccccc34)o2)no1 (stereo unspecified)	1379	1601
CC(=O)N1CCC(N(CCN2CCOCC2)C(=S)Nc2ccc(C)c(C)c2)CC1	1755	1667
CN(C)CCNC(=O)CNC(=S)N(CCCN1CCOCC1)Cc1cccs1	1711	1907
Cc1ccc(Nc2nnc(SCc3cc(=O)n4cc(C)ccc4n3)s2)cc1	1349	1667
CCOc1ccc(-n2c(N)c(-c3nc4ccccc4n3C)c3nc4ccccc4nc32)cc1	1514	1719
CCn1cc[n+](C)c1P(c1ccccc1)c1ccccc1	1473	1667
Cc1[nH]c(=O)[nH]c(=O)c1CSCC(=O)OCC(=O)c1ccc(Br)cc1	1652	2004
O=C(CNCCN1CCOCC1)Nc1ccccc1Sc1ccccc1	1669	1693

# Reprinted at random: six entries already listed, in no set order.
compound	SRC3 TRFRET art	SRC1 TRFRET art
CCOC(=O)C(C)Sc1nc(-c2ccccn2)ncc1OC (stereo unspecified)	1424	1565
Cc1cc(C(=O)NN=C(Cc2ccccc2)Cc2ccccc2)c(C)o1	1152	1605
Cc1cc(C)n2nc(-c3ccco3)nc2n1	1399	1661
O=C(N/N=C/c1ccccc1Cl)c1nc2ccc([N+](=O)[O-])cc2c(=O)[nH]1	1652	2000
C/C(=N\NC(=O)C1(C)NC(C)(C)Cc2ccccc21)c1ccccc1 (stereo unspecified)	1617	1775
CC(C)N(C(=O)C[n+]1ccc(/C=N/O)cc1)C(C)C	1555	1834

# Additional compounds.
compound	SRC3 TRFRET art	SRC1 TRFRET art
NC1=NN=C(N2N=C(c3ccco3)CC2(O)C(F)(F)F)n2ncnc2C1 (stereo unspecified)	1550	1676
CC(=O)c1cccc(CN2CCN(CCc3ccccc3)C(CCO)C2)c1 (stereo unspecified)	1590	1794
COCCCNC(=S)NC1CCCCC1	1748	1845
O=C(CNC(=O)c1ccc(S(=O)(=O)N2CCCC2)cc1)N/N=C/c1ccc(Cl)cc1Cl	1644	1954
NC(=S)Nc1cccc2cn[nH]c12	1748	1795
CCCCN(C)S(=O)(=O)c1cc(Br)cc2c1N(C(=O)C1CC1)CC2	2006	1593
Cc1cc(C)cc(Oc2ccc(-c3nnc(-c4ccccc4)o3)cc2[N+](=O)[O-])c1	1370	1815
CCC(C)C1=CC(=Nc2c(C)n(C)n(-c3ccccc3)c2=O)C=C(C(C)CC)C1=O (stereo unspecified)	1496	1707
Cc1ccnc(NS(=O)(=O)c2ccc(NC(=O)C3C4C=CC(C4)C3C(=O)O)cc2)n1 (stereo unspecified)	1485	1717

# 4 of these compounds in another layout:
# Every second line gives: SRC3 TRFRET art, SRC1 TRFRET art
COCCCNC(=S)NC1CCCCC1
  1748, 1845
O=C(CNC(=O)c1ccc(S(=O)(=O)N2CCCC2)cc1)N/N=C/c1ccc(Cl)cc1Cl
  1644, 1954
NC(=S)Nc1cccc2cn[nH]c12
  1748, 1795
CCCCN(C)S(=O)(=O)c1cc(Br)cc2c1N(C(=O)C1CC1)CC2
  2006, 1593

# Random draw from the library; about 0.65% have a hit in one of these screens.
